# High-throughput results as filed in PubChem.
# Pol kappa inh – qHTS for Inhibitors of Polymerase Kappa; DNA polymerase kappa (Homo sapiens), Q9UBT6; purified Pol kappa, fluorescent DNA synthesis assay, 10 min; Potency, µM (highest dose often 107 µM), for inactives: top-dose activity, negative = inhibition, usual class: inhibitors; 400,000 compounds, 0.53% hits; AID 588579, 2011; note: % is set by controls: 0 for no effect and ±100 for the full control effect
#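 Kinetic fluorescence readout at 0 and 10 min followed reaction start with substrate at 50 nM final. Beforehand, enzyme (10 nM Pol kappa) stood 15 min with compound at room temperature; buffer-only wells were negative controls.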
# BAZ2B block – qHTS Assay for Inhibitors of BAZ2B. AlphaScreen BAZ2B-H3K14Ac peptide displacement. Potency, µM (series often up to 114 µM), for inactives: top-dose activity change, negative = inhibition, most hits filed as inhibitors. 360,000 compounds, 4.4% hits; note: % is set by controls: 0 for no effect and ±100 for the full control effect; nearly all actives have a fitted effect of over 60% in size
#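 AlphaScreen luminescence quantifies BAZ2B engagement of H3K14Ac peptide; the protein and biotinylated peptide are both at 50 nM final, buffer PBS pH 7.4 with 0.01% Tween-20, all steps at room temperature.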
# Pol eta inh – qHTS for Inhibitors of Polymerase Eta; recombinant Pol eta, fluorescent DNA replication assay; 390,000 compounds, 1.2% hits; AID 588591, 2011; Potency, µM (top dose mostly 114 µM), for inactives: at the top dose activity change, negative = inhibition, actives largely listed as inhibitors; note: % is set by controls: 0 for no effect and ±100 for the full control effect
#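 Fluorescent replication assay: 50 nM final substrate added after a 15 min room-temperature compound preincubation with 10 nM enzyme. Signal taken at 0 min and again at 10 min.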
# Pol iota inh – qHTS for Inhibitors of Polymerase Iota. DNA polymerase iota (Homo sapiens), Q9UNA4. Pol iota fluorescent replication assay, 10 min. Potency, µM (series often up to 115 µM), for the others: top-dose activity, negative = inhibition, most hits filed as inhibitors. 390,000 compounds, 1% hits
#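 Fluorescent replication assay read twice, at 0 min and 10 min after adding 50 nM (final) substrate. Enzyme (10 nM) and compounds were first incubated 15 min at room temperature; enzyme-free buffer wells were negative controls.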
# POLB inh – qHTS Assay for Inhibitors of DNA Polymerase Beta; AID 485314, 2010; 340,000 compounds, 1.3% hits; Pol beta primer extension/strand displacement, fluorescence kinetic; P06746; Potency, µM (highest dose often 114 µM), inactives show at the highest dose activity change, negative = inhibition, hits mostly inhibitors; note: % is set by controls: 0 for no effect and ±100 for the full control effect
#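 Kinetic readout of DNA synthesis with strand displacement by Pol beta. Compound and 10 nM enzyme sit 15 min at room temperature; 50 nM substrate starts the reaction, read immediately and at 10 min.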
# APEX1 inh – qHTS Assay for Inhibitors of the Human Apurinic/apyrimidinic Endonuclease 1 (APE1) | DNA repair nuclease/redox regulator APEX1 (Homo sapiens), P27695 | 350,000 compounds, 0.35% hits | Potency, µM (doses to about 65.8 µM), inactives show at the highest dose activity change, negative = inhibition, hits mostly inhibitors | recombinant APE1, TAMRA/BHQ-2 abasic DNA cleavage fluorescence;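 note: plate controls were vehicle for no effect and reference inhibitor for full effect; nearly all actives have a fitted effect of over 55% in size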
#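 Step 1: APE1 (0.75 nM) with compound, 15 min RT. Step 2: add 50 nM fluorophore/quencher THF duplex. Step 3: three fluorescence reads 60 s apart (525/598 nm); read 3 minus read 1 = reaction progress.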
# BLM inh – qHTS Assay for Inhibitors of Bloom's syndrome helicase (BLM); RecQ-like DNA helicase BLM (Homo sapiens), P54132; recombinant BLM DNA unwinding, fluorescence dequenching; Potency, µM (doses to about 56.1 µM), for the others: top-dose activity change, negative = inhibition, actives largely listed as inhibitors; 350,000 compounds, 0.2% hits;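 note: plate controls were vehicle for no effect and no enzyme for full effect; nearly all actives have a fitted effect of over 35% in size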
# Target sequence (P54132 whole entry, looked up): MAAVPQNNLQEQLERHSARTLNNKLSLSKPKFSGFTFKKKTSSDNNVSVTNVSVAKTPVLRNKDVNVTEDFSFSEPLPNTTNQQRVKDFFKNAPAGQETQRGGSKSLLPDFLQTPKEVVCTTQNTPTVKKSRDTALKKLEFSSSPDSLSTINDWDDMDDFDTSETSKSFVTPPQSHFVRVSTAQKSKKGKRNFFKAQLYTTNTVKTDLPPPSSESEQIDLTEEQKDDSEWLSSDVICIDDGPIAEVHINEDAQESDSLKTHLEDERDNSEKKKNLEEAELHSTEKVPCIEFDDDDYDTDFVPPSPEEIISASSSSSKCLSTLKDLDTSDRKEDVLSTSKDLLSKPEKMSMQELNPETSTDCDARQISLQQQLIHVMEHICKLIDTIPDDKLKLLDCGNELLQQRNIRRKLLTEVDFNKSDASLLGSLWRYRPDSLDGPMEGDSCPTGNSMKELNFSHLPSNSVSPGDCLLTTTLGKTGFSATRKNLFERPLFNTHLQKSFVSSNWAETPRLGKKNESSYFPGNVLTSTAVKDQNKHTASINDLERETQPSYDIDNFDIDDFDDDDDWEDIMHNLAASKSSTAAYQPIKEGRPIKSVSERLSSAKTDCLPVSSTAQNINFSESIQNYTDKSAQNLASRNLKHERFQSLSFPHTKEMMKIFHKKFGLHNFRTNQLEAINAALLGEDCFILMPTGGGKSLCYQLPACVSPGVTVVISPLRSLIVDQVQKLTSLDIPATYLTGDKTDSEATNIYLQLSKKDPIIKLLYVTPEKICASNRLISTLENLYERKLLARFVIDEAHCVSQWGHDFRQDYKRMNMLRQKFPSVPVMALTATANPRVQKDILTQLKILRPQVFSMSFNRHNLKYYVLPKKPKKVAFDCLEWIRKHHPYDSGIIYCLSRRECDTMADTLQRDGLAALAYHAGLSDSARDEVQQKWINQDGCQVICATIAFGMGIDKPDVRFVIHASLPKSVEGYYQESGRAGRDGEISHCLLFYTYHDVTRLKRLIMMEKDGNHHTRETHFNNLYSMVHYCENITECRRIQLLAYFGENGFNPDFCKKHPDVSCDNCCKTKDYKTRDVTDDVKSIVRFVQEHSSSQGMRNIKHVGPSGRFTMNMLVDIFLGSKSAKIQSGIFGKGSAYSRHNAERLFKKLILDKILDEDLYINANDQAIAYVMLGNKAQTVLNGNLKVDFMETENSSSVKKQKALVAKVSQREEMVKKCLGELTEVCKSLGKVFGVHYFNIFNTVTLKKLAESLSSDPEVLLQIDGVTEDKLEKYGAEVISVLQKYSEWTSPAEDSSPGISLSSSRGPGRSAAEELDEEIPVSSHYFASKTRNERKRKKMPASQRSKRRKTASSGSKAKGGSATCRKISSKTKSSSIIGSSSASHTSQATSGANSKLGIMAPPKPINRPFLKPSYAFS
# JMJD2A Tudor inh – qHTS Assay for Inhibitors of JMJD2A-Tudor Domain; AlphaScreen JMJD2A-Tudor / H3K4me3 peptide binding; Potency, µM (top dose mostly 114 µM), for inactives: top-dose activity change, negative = inhibition, actives largely listed as inhibitors; 390,000 compounds, 4.4% hits; note: % is set by controls: 0 for no effect and ±100 for the full control effect; nearly all actives have a fitted effect of over 50% in size
# G9a block – qHTS Assay for Inhibitors of Histone Lysine Methyltransferase G9a; 350,000 compounds, 8.8% hits; G9a H3K9 monomethylation, AlphaScreen, 2 h; Potency, µM (highest dose often 102 µM), for the others: at the highest dose activity, negative = inhibition, actives largely listed as inhibitors; note: % is set by controls: 0 for no effect and ±100 for the full control effect; nearly all actives have a fitted effect of over 75% in size
#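 Step 1: enzyme (final 20 nM) with compound, 15 min RT. Step 2: substrate peptide 500 nM and SAM 20 uM, 2 h RT. Step 3: anti-H3K9me1 antibody and AlphaScreen beads, 10 min, then plate read.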
# * marks the source's active call; other numbers are inactive results; ? = inconclusive; · = not tested or not shown; & = joins results of further samples; [ ] = dose if it differs, or a comment. Calls come from the whole dose curve; as a rule, active = well fitted curve in the direction sought with a large enough effect; inconclusive = small, poorly fitted or top-dose-only effect, or another doubt; inactive = no such curve, though single readings can be large; an effect the other way counts as inactive or inconclusive. Potency is the fitted concentration of half-maximal effect.
BAZ2B block	APEX1 inh	G9a block	BLM inh	Pol iota inh	Pol eta inh	JMJD2A Tudor inh	Pol kappa inh	SMILES	POLB inh
?	-3%	18%	-9%	-7%	-16%	14%	11%	C=CCn1c(SCc2c(C)noc2C)nc2sc(C)c(C)c2c1=O	6%
3%	·	14%[59 µM]	-1%	-7%	-11%	-12%	-13%[60.1 µM]	COc1ccccc1Cc1nc2ccccc2nc1SCC(=O)Nc1ccccc1C(F)(F)F	1%
·	19%	·	·	2%	-19%	-17%	-5%	CCCn1nc(C(=O)NNC(=O)c2ccc(C)c(C)c2)c2ccccc2c1=O	·
-33%	17%	-12%	1%	-2%	-3%	?	6%	COc1ccc(OCC(=O)Nc2c(C(=O)N3CCN(C)CC3)oc3ccccc23)cc1	3%
-15%	·	-1%[59 µM]	0%	10%	-20%	-29%	-11%[60.1 µM]	CCCNC(=O)C1CCN(Cc2cc3ccccc3n2Cc2ccccc2)CC1	-10%
-17%	0%	-15%	1%	-1%	-7%	-14%	-12%	CN1CCCC(OC(=O)c2cccc(S(=O)(=O)N3CCCCCC3)c2)C1 (stereo unspecified)	-21%
12%	-2%	17%[2.33 µM]	·	18%	-15%	-7%	-2%	CC(=O)c1cccc(NC(=O)C(C)OC(=O)CCN=C2NS(=O)(=O)c3ccccc32)c1 (stereo unspecified)	·
7%	-1%	12%[59 µM]	-7%	1%	-12%	-11%	-1%	COc1ccc(C2(C(=O)NCC3CCCO3)CCOCC2)cc1 (stereo unspecified)	20%
-23%	5%	?	-6%	47%[activator]	-16%	-6%	-1%	Cc1nonc1N1CCN(Cc2cn[nH]c2-c2ccc(F)cc2F)CC1	-21%
-1%	-5%	0%[59 µM]	-1%	?	?	-7%[11.4 µM]	-9%	O=C(N/N=C/c1ccc([N+](=O)[O-])cc1)c1ccc2nc[nH]c2c1	9%
-4%	-4%	5%[12.7 µM]	·	6%	-11%	-10%	-4%	COc1cc2ccccc2cc1C(=O)OCc1nc2ccsc2c(=O)[nH]1	·
-6%	-2%&2%	?	-10%&5%	-12%	3%	-17%	-2%	Nc1ncnc2c1ncn2[C@@H]1O[C@H](COP(=O)(O)O)[C@@H](O)[C@H]1O	20%
0%	3%	?	-7%	?	-11%	2%[11.4 µM]	-7%	Cc1ccc(S(=O)(=O)Cn2nnnc2C(CC(C)C)N2CCN(c3ccccc3)CC2)cc1 (stereo unspecified)	?
-6%	0%	-9%[59 µM]	4%	4%	-4%	-5%	-21%	Nc1ncnc2c1ncn2CCNCCc1ccccc1	5%
·	2%	·	·	16%	-6%	-8%	-2%	CCOc1ccccc1Nc1nnc(SCC(=O)N(C)C2CCS(=O)(=O)C2)s1 (stereo unspecified)	·
-17%	21%	-25%[59 µM]	·	5%	-13%	-14%	-6%	CC(C)c1ccc(NC(=O)CSc2nc(=O)n(CCCN3CCOCC3)c3c2CCCC3)cc1	·
24%	6%	40%[59 µM]	-5%	30%[activator]	-6%	-3%	-3%	Cc1ccc(NC(=O)COC(=O)c2cccc3c(=O)c(C)c(-c4ccccc4)oc23)cc1	5%
6%	1%	7%[59 µM]	1%	0%	-24%	-13%	-4%	N#C/C(=C\c1ccccc1C(F)(F)F)C(=O)Nc1ccccc1F	36%
-39%	-3%	22µM*	3%	2%	-20%	20µM*	0%	CN1CCN(Cc2nc3ccccc3c(=O)n2Cc2nc(-c3ccc([N+](=O)[O-])cc3)cs2)CC1	2%[57.1 µM]
-30%	35%	4%[2.33 µM]	·	4%	-9%	-9%	-9%	CCn1c(SCC(=O)N2CCCC2=O)nnc1-c1cccs1	·
·	0%	?	1%	74%[activator]	-13%	-1%	9%	O=C(/C=C/c1cccc(F)c1)N1CCN(c2ncccn2)CC1	3%
-5%	-11%	19%[59 µM]	1%	0%	-6%	-20%	-1%	COc1ccccc1C(=O)Nc1ccc2c3c(cccc13)CC2	-23%
-7%	1%	21%[0.501 µM]	1%	116%[activator]	-11%	-10%	1%	CCCOc1ccc(C(=O)NCCN2CCOCC2)cc1	31%
-3%	-11%	-10%[59 µM]	6%	17%	-13%	-1%	-8%	CCOC(=O)COc1ccc([N+](=O)[O-])cc1	2%

# As a working copy, some entries already given.
BAZ2B block	APEX1 inh	G9a block	BLM inh	Pol iota inh	Pol eta inh	JMJD2A Tudor inh	Pol kappa inh	SMILES	POLB inh
24%	6%	40%[59 µM]	-5%	30%[activator]	-6%	-3%	-3%	Cc1ccc(NC(=O)COC(=O)c2cccc3c(=O)c(C)c(-c4ccccc4)oc23)cc1	5%
6%	1%	7%[59 µM]	1%	0%	-24%	-13%	-4%	N#C/C(=C\c1ccccc1C(F)(F)F)C(=O)Nc1ccccc1F	36%

# New compounds follow:
BAZ2B block	APEX1 inh	G9a block	BLM inh	Pol iota inh	Pol eta inh	JMJD2A Tudor inh	Pol kappa inh	SMILES	POLB inh
?	·	9%[59 µM]	3%	20%	-18%	-14%	8%	Cc1ccc(-n2nc(CO)c(C(=O)NCc3ccccn3)n2)cc1C	2%
-38%	1%	-18%[59 µM]	-3%	5%	-5%	?	-18%	Cn1c(N)c(C(=O)COC(=O)CCCc2c[nH]c3ccccc23)c(=O)n(C)c1=O	-12%
-27%	19%	-15%	-3%	-23%	-5%	-6%	-4%	O=C(NCc1ccccc1)c1ccc(Cl)c(NC2=NC3CS(=O)(=O)CC3S2)c1 (stereo unspecified)	24%
-10%	-11%	·	-7%	-1%	1%	-3%	6%	COc1cc(NC(=O)COc2ccccc2C)ccc1NC(=O)c1ccco1	-1%
11µM*	-8%	20µM*	-8%	40%[activator]	-17%	?	-3%	Cc1ccccc1Nc1scc(-c2ccc(Br)cc2)[n+]1-c1ccccc1C	15%
-6%	-5%	4%[0.501 µM]	·	18%	-7%	-12%	-6%	O=C(Cc1n[nH]c(=O)c2ccccc12)OCC(=O)c1ccc(OC(F)F)cc1OC(F)F	·
-11%	·	?	-8%	20%	-14%	-29%	-22%	COc1ccc(NC(=O)C2CCN(C(=O)N3CCOc4ccccc43)CC2)cc1	8%
16%	-4%	6%[59 µM]	-5%	-6%[58.9 µM]	-5%	19%	3%	CCOc1nc(C)ccc1-c1noc(-c2ccco2)n1	-2%
25µM*	8%	-138%[59 µM]	-18%	140%[activator]	-8%	28µM*	-20%	CCOc1ccc(Br)cc1CNc1ccc2c(c1)OCCO2	13%
-4%	-2%	-6%	0%	16%	-6%	-4%	5%	COCC(C)NC(=O)/C(=C/c1ccccc1)c1ccccc1 (stereo unspecified)	-16%
51%[activator]	-6%	154%[activator][59 µM]	-14%	6%	-19%	44%[activator]	-21%	COC(=O)C1=CN(Cc2ccc(OC)c(OC)c2)C=C(C(=O)OC)C1c1ccc(F)cc1	19%
-7%	-4%	-38%[59 µM]	-1%	9%	-20%	-14%	-14%	COc1ccc(N=Cc2c(O)[nH]c3ccccc23)cc1	16%
-4%	2%	?	-3%	13%	-22%	-14%	-5%	Cc1onc(-c2ccccc2Cl)c1C(=O)NC(=S)Nc1ccccc1C(N)=O	22%
-11%	-2%	-2%	-8%	?	-9%	7%	3%	COc1ccc(CC(NC(C)=O)C(=O)NC2CCN(c3c(Cc4ccccc4)c(C)nc4ncnn34)CC2)c(OC)c1 (stereo unspecified)	4%
17%	3%	-7%	1%	-12%	-7%	4%	-7%	O=C(CSC1=NCCS1)N1CCCCCC1	6%
15%	6%	-21%[59 µM]	-5%	0%	-18%	-19%	0%	CC(=O)c1ccc(Oc2ccc(C(=O)c3ccc(C)c(C)c3)cc2[N+](=O)[O-])cc1	26%
-2%	?	-2%	-2%	22%	-20%	4%	-2%	O=C(Nc1ccccc1)N1CCCC1c1cccs1 (stereo unspecified)	?
20µM*	-3%	20µM*	1%	?	-3%	14µM*	-11%	Cc1ccc(CN2CCN(/N=C/C=C/c3ccccc3[N+](=O)[O-])CC2)cc1	3%
82%[activator]	-2%	116%[activator][59 µM]	-13%	11%	-26%	103%[activator]	-12%	Cc1cc(NCc2ccccc2)nc(-c2ccccc2O)n1	-7%
-32%	0%	13µM*	-8%	-22%	-9%	-28%	-11%	COc1ccc(/C=N/Nc2nc(-c3cccc(S(=O)(=O)N4CCCC4)c3)cs2)cc1OC	-16%
-4%	-9%	·	-4%	-7%	-17%	-12%	-1%	CCOC(=O)C1(CCOc2ccccc2)CCN(Cc2cc(OC)cc(OC)c2)CC1	-2%
-8%	0%	-33%[59 µM]	·	13%	-5%	-8%	-18%	COc1ccc(NC(=O)CSCC(=O)Nc2nnc(C3CC3)s2)cc1	·
3%	·	8%[59 µM]	2%	31%[activator]	-18%	-10%	-8%	CCC(=O)NCc1nc2ccccc2n1Cc1ccccc1	-9%
50µM*	-1%	20µM*	-3%	21%	8%	-27%	-5%	COC(=O)C(=Nc1ccccc1)/C(C(=O)C(=O)N(C)c1ccccc1)=C(\O)c1ccc(Cl)cc1	-2%

# Next part, starting with the last 2 of the part before.
BAZ2B block	APEX1 inh	G9a block	BLM inh	Pol iota inh	Pol eta inh	JMJD2A Tudor inh	Pol kappa inh	SMILES	POLB inh
3%	·	8%[59 µM]	2%	31%[activator]	-18%	-10%	-8%	CCC(=O)NCc1nc2ccccc2n1Cc1ccccc1	-9%
50µM*	-1%	20µM*	-3%	21%	8%	-27%	-5%	COC(=O)C(=Nc1ccccc1)/C(C(=O)C(=O)N(C)c1ccccc1)=C(\O)c1ccc(Cl)cc1	-2%
3%	2%	-5%	-3%	-5%	-12%	-12%[57.1 µM]	-10%	Cc1ccc(N=Nc2c(O)n(CN3CCOCC3)c3ccccc23)cc1	26%
-16%	47%	-46%	·	11%	-12%	0%	5%	CCCN(CC(=O)Nc1ccccc1C)C(=O)c1ccc2ccccc2n1	·
3%	-5%	?	0%	4%&3%	-14%	15%[57.1 µM]	-4%&-18%	CN1CC2(Cc3c1ccc1ccccc31)C(=O)OC(C)(C)OC2=O	-1%
-13%	·	14%[59 µM]	2%	12%	3%	-10%	2%	CCN(CC)c1nn2c(=O)c(C(=O)NCCc3ccc(C)cc3)cnc2s1	-1%
·	10%	0%	-1%	19%	-3%	0%	-2%	COc1ccccc1Nc1nnc(Cc2ccccc2)c(=O)[nH]1	34%[activator]

# A portion of the library (hit frequency here may not be typical).
